Screening data (PubChem)
BoNT F protease = inhibitors of Botulinum neurotoxin F light chain protease. Multiplex microsphere protease cleavage assay, flow cytometry. inhibition, % at 10 µM. actives 0.22% (n = 360,000). AID 588497; in the data active means inhibition above about 35%, passing the limit was not always enough; inconclusive means no clear call, values can overlap the other calls; further: plate controls were buffer without enzyme for full effect and enzyme alone for no effect
GDH-TPI counter = GDH-TPI coupled enzyme inhibition counter-screen | actives 1.2% (n = 360,000) | inhibition, % at 4.8 µM | GDH-TPI coupled enzyme counterscreen, NADH absorbance | AID 588335;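 further: 0% = DMSO wells and 100% = wells lacking the enzyme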
FadD28 binding = inhibitors of Mycobacterium tuberculosis FadD28 bisubstrate binding. FadD28 bisubstrate probe binding, fluorescence polarization. inhibition, % at 12.5 µM. actives 0.22% (n = 360,000). AID 588549; in the data active means inhibition above about 8.5%, passing the limit was not always enough; inconclusive means no clear call, values can overlap the other calls
UGM FP inh = Mtb UDP-galactopyranose mutase inhibition. P9WIQ1. purified UGM, fluorescence polarization probe displacement. inhibition, % at 10 µM. actives 0.06% (n = 320,000). AID 504406; in the data active means inhibition above about 10%, passing the limit was not always enough; inconclusive means no clear call, values can overlap the other calls
Target sequence (P9WIQ1 whole entry, looked up): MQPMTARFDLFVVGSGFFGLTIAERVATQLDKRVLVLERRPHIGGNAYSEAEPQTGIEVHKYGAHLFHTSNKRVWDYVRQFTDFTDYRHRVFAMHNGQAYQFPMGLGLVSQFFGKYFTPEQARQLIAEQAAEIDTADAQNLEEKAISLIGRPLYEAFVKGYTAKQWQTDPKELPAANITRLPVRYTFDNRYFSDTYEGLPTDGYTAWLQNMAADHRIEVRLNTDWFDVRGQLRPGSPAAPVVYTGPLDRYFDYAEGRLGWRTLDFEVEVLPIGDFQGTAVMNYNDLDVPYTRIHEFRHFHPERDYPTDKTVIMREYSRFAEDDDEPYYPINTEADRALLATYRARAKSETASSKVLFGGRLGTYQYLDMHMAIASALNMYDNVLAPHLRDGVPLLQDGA
BioA inh = inhibitors of Mycobacterium tuberculosis BioA enzyme; purified M. tuberculosis BioA enzyme, plate reader; actives 0.096% (n = 360,000); AID 602481; inhibition, % at 9.99 µM; in the data active means inhibition above about 40%; inconclusive means no clear call, values can overlap the other calls
Mtb FBA inh = inhibitors of M. tuberculosis fructose-bisphosphate aldolase; actives 2.3% (n = 360,000); inhibition, % at 1 µM; purified M. tuberculosis FBA, fluorescence read-out; P9WQA3; AID 588726; in the data active means inhibition above about 27%;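 further: 0% = vehicle and 100% = reference inhibitor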
Target sequence (P9WQA3 whole entry, looked up): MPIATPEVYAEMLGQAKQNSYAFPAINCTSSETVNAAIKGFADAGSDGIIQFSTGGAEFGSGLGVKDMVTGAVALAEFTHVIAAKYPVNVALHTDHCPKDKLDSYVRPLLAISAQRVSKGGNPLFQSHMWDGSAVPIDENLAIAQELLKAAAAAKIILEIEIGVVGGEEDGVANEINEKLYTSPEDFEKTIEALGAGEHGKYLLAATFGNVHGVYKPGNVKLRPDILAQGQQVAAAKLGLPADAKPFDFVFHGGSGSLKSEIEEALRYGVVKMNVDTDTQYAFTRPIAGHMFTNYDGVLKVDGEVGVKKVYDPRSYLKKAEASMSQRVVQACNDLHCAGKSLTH
CCHFV vOTU inh = blocks the CCHF virus ovarian tumor domain protease | CCHFV vOTU protease, Pep-AMC fluorescence | inhibition, % at 11.5 µM | actives 0.55% (n = 370,000) | AID 651958; further: 0% = vehicle wells with enzyme and 100% = no enzyme wells
BoNT A protease = inhibitors of Botulinum neurotoxin A light chain protease. inhibition, % at 10 µM. multiplex microsphere protease substrate cleavage, flow cytometry. actives 0.17% (n = 360,000); in the data active means inhibition above about 30%; inconclusive means no clear call, values can overlap the other calls; further: plate controls were buffer without enzyme for full effect and enzyme alone for no effect
PrPC surface inh = reduces human prion protein on the cell surface | P04156 | cell surface PrPC, TR-FRET read-out | inhibition, % at 13.8 µM | actives 0.43% (n = 370,000) | AID 720596; in the data active means inhibition above about 24%; further: 0% = median of the test wells and 100% = reference compound wells
Active calls of the source: *; u = inconclusive; x = no result given; & = joins results of further samples. Unless noted, no stated cut-off is given here; in the data, active means inhibition above about 30%; inactive means the rest.

Sequence of screens – BoNT F protease, Mtb FBA inh, UGM FP inh, GDH-TPI counter, BoNT A protease, PrPC surface inh, BioA inh, CCHFV vOTU inh, FadD28 binding
- COC(=O)C1=C(N)Oc2cc(C)n(C)c(=O)c2C1c1ccc(Cl)cc1 (configuration not stated)
→ -5, -2, 2.8, 2, 0.5, 7, -4.2, 7, 0.6
- COc1ccc([N+](=O)[O-])cc1NC(=O)c1cccs1
→ -3, 1, -2.0, 10, -0.8, -14, x, 9, -3.0
- CN1CCN(S(=O)(=O)c2ccc(NC(=O)c3ccccc3Cl)cc2)CC1
→ x, 1, -0.1, 7, x, -6, 2.0, 12, -0.7
- CO/N=C/c1ccc(Sc2ccc(C)cc2)c([N+](=O)[O-])c1
→ x, 0, 1.2, 0, x, 2, -1.3, 15, -0.9
- CCCCN(Cc1cc2ccccc2[nH]c1=O)S(C)(=O)=O
→ 0, 2, -2.1, 0, 0.2, 3, x, 5, -4.5
- COc1ccc(OC)c(NC(=S)N2CCC(C(O)(c3ccccc3)c3ccccc3)CC2)c1
→ -2, -5, -1.0, -8, -0.2, -4, -1.3, 10, -4.2
- O=C(CCCn1c(=O)c2ccccc2n(CC(=O)NCc2ccco2)c1=O)NCc1ccco1
→ 8, 3, 2.6, 8, 0.7, 1, -1.2, 11, -0.9
- Cc1cc(C)cc(OCC(=O)Nc2ccccc2C(=O)NCc2ccco2)c1
→ -5, -3, -0.7, -2, 0.6, 2, 1.2, -3, -1.3
- NS(=O)(=O)c1ccc(CCNCc2cc(Br)ccc2OCc2ccccc2F)cc1
→ -2, 1, 0.2, -2, 1.5, -10, x, -7, -2.8
- CCn1c(N2CCN(CC(=O)c3c(C)n(C)c4ccccc34)CC2)nc2c1c(=O)[nH]c(=O)n2C
→ 2, -4, 1.0, 1, 0.4, -4, 1.2, 11, -1.4
- CNC(=S)NNC(=O)c1ccc(C(C)(C)C)cc1
→ u, 0, -2.2, 24, u, 4, x, -1, -3.4
- COc1ccc(Oc2nccc(OC)c2C#N)cc1
→ 8, -1, 2.1, 9, 1.2, 8, 0.1, -7, -5.6
- Cc1cc(OCC(=O)NN2C(=O)c3ccccc3C2=O)ccc1Cl
→ u, 1, -0.2, -4, 0.1, 6, -2.2, -12, -1.4
- O=C(N/N=C/c1cccc([N+](=O)[O-])c1)c1cc2ccccc2o1
→ 2, 4, 1.3, 6, -0.2, 7, x, 6, -1.5
- C=CCNC(=O)c1onc(CSc2ccc(Cl)cc2)c1C(=O)NCC=C
→ 0, 0, 2.6, -5, 1.0, 6, -1.4, 4, -3.2
- CC(=O)c1cccc(NC(=O)C2(C)Cc3c(-c4cccc(C(N)=O)c4)ccnc3O2)c1 (configuration not stated)
→ -21, 2, x, 1, -1.5, -5, 36, -7, 0.7
- CC(C)(C)c1ccc(NC(=O)COC(=O)c2ccc(CN3CCCC3=O)cc2)cc1
→ -6, 1, 0.2, 3, -1.1, 5, -0.9, 17, 0.5
- Cc1ccc(CNS(=O)(=O)c2c(N)n(C)c(=O)n(C)c2=O)cc1
→ -3, -1, 4.1, 4, 1.8, 1, 1.1, -9, -3.4
- O=C(O)c1ccccc1C(=O)NNc1cccc(Cl)n1
→ -3, -8, -3.1, 5, -0.1, 8, x, 0, -2.5
- CN(/C=C1/C(=O)CNC1=O)CCO
→ 2, -2, 0.8, -2, -0.1, 6, x, -13, -1.4
- Nc1cnc(Br)cc1Br
→ -1, 3, -2.9, 3, -1.1, -6, -0.5, 2, 0.2
- CCCCOc1ccc(C(=O)N/C(=C\c2cccc([N+](=O)[O-])c2)C(=O)OC(C)C)cc1
→ -4, 10, 3.1, 16, 0.2, 0, -1.5, 11, -1.6
- C#CCOc1ccc(/C=C2/C(=O)N(c3cccc(C(=O)O)c3)N=C2C)cc1OC
→ 35*, -1, -1.0, 17, 0.5, -4, -0.4, 35*, -2.0
- Cc1cc(C(=O)COC(=O)c2ccco2)c(C)n1Cc1ccco1
→ 3, 3, 1.1, 6, -1.4, 2, x, -18, -2.0
- COc1cccc(S(=O)(=O)N(C)C[C@@H]2OCc3cnnn3CCCC(=O)N([C@@H](C)CO)C[C@H]2C)c1
→ -3, -2, x, 9, -0.5, -4, -0.8&3.2, -8, -0.7
- CCOC(=O)N1CCN(S(=O)(=O)c2ccc(C(=O)NNc3nc4cc(C)cc(C)c4s3)cc2)CC1
→ -25, 1, -0.7, 5, -1.1, x, -0.4, x, 2.6
- CC(C)(C)CNC(=O)c1cccc2c1C(=O)c1ccc(N3CCCC3)cc1S2(=O)=O
→ 0, -15, 4.5, 6, 3.8, -47, -10, 13, -0.7
- COc1ccc(OC)c(N(CC(=O)N2CCOCC2)S(C)(=O)=O)c1
→ x, 0, 2.2, 19, x, -1, -1.4, -1, -1.8
- Cc1ccc(CNC(=O)C2CC2c2ccccc2)cc1 (configuration not stated)
→ -4, -3, -1.4, -4, 0.0, 4, -0.1, 6, -1.5
- Nc1cc(=O)[nH]c(SCCSc2ccc(F)cc2)n1
→ 4, 2, -5.1, 5, 0.3, 5, -1.8, 4, -0.9

An excerpt of these results, field by field:
CCOC(=O)N1CCN(S(=O)(=O)c2ccc(C(=O)NNc3nc4cc(C)cc(C)c4s3)cc2)CC1
  BoNT F protease: -25
  Mtb FBA inh: 1
  UGM FP inh: -0.7
  GDH-TPI counter: 5
  BoNT A protease: -1.1
  PrPC surface inh: x
  BioA inh: -0.4
  CCHFV vOTU inh: x
  FadD28 binding: 2.6

CC(C)(C)CNC(=O)c1cccc2c1C(=O)c1ccc(N3CCCC3)cc1S2(=O)=O
  BoNT F protease: 0
  Mtb FBA inh: -15
  UGM FP inh: 4.5
  GDH-TPI counter: 6
  BoNT A protease: 3.8
  PrPC surface inh: -47
  BioA inh: -10
  CCHFV vOTU inh: 13
  FadD28 binding: -0.7

New compounds follow.
Sequence of screens – BoNT F protease, Mtb FBA inh, UGM FP inh, GDH-TPI counter, BoNT A protease, PrPC surface inh, BioA inh, CCHFV vOTU inh, FadD28 binding
- CC(C)c1ccccc1OCC(=O)NCC(c1cccs1)N1CCOCC1 (configuration not stated)
→ -2, 0, x, 18, 0.5, 11, 0.5, 11, -1.0
- COc1ccc(/C=C2\CCn3c2nc2cc(C(=O)O)ccc2c3=O)cc1O
→ -2, -4, x, 51*, -0.2, -37, 1.5, 22, 3.0
- Cc1c(C(=O)N(Cc2ccccc2)Cc2cccnc2)cnn1-c1ccc(F)cc1
→ u, 4, 0.8, 6, u, -1, x, 2, -0.4
- Nc1ccc(Cl)cc1C(=O)OCC(=O)NC1CCS(=O)(=O)C1 (configuration not stated)
→ 0, 90*, -1.9, 17, 0.0, -2, -0.3, -100, -0.9
- C=CC[C@H](CC(=O)OC(C)(C)C)C(=O)OC[C@H]1CCCN1C(=O)[C@H](CC=C)CC(=O)N(CCO)Cc1ccccc1
→ -6, 7, 0.1, 13, -0.3, 2, 0.7, 5, -1.0
- CC(C)c1ccc(NC(=O)C2Cc3c(-c4ccccc4Oc4ccccc4)ccnc3O2)cc1 (configuration not stated)
→ -3, 4, x, 15, -0.5, 13, -2.5, 27, -1.5
- COCCCN1C(=O)/C(=C/c2ccc(CNS(=O)(=O)c3ccccc3)o2)C(C(=O)OC)=C1C
→ -4, 1, -2.6, 15, -0.9, 0, 1.5, 4, 0.3
- COc1ccc(N(CC(=O)NCc2cccs2)S(=O)(=O)c2cccc(C)c2)cc1
→ x, -3, x, 4, x, 1, 0.2, 0, -3.7
- CC(=O)c1ccccc1NC(=O)CCNC(=O)c1ccco1
→ 7, -1, 1.1, -1, -3.9, -3, -2.8, 8, -0.6
- COc1cc(CO)c(Br)cc1OCC(N)=O
→ 2, 0, 2.4, -6, 0.5, 7, x, 8, -2.9
- O=C(COC(=O)/C=C/c1ccccc1)NC1CCCCCC1
→ 1, 0, x, -12, 1.2, -2, 0.2, -6, 0.0
- COC(=O)c1c(C#N)c(N)nc2c1CCCC2
→ 6, 125*, -0.7, 6, -0.5, 4, -0.5, -178, -2.1
- COCCCN1C(=O)C(O)=C(C(=O)c2ccc(C)o2)C1c1cccc(Br)c1 (configuration not stated)
→ -1, 2, 5.1, 6, -0.1, 1, 0.0, -12, -1.4
- C=CCN1CC(C)/C(=N\O)CC1C (configuration not stated)
→ 6, 1, 0.6, 4, -0.3, 8, x, -11, -1.3
- O=C(c1cccs1)N1C[C@@H](n2cc(C3CC3)nn2)[C@H](O)C[C@@H]1c1ccccc1
→ 1, 0, x, -10, 0.2, 6, 1.1, 3, -4.3
- COc1cc(OC)c(C(=O)OCC(=O)Nc2ccc(N3CCOCC3)cc2)cc1OC
→ -10, -2, -0.5, 5, 0.2, 11, 0.1, -4, -1.1
- COc1ccc(OC)c(NC(=O)Nc2nc(C(C)N)cs2)c1 (configuration not stated)
→ -15, -1, x, 4, -0.3, 9, 1.3, 0, -0.4
- CCc1ccc(NC(=O)CS(=O)CC(=O)Nc2ccc(-n3cnnn3)c(C)c2)cc1 (configuration not stated)
→ 5, -2, -0.6, -3, 1.8, 5, -3.4, -4, -0.1
- Cc1cccc(COCCN2CCN(S(=O)(=O)c3ccccc3)CCC2=O)c1
→ 1, 1, 0.4, 4, 0.1, 4, -8.0, -5, -1.1
- O=[N+]([O-])c1ccccc1-n1cnc2ccccc21
→ 4, 1, 2.6, 12, 0.8, -7, x, -13, -10
- O=C(CCNC(=O)C1CCN(S(=O)(=O)c2ccc(F)cc2)CC1)NCc1ccc(Cl)cc1
→ 2, 4, -1.3, 3, 2.2, 3, -3.0, 10, 0.3
- CCN(CC)S(=O)(=O)c1ccc2[nH]c(=O)[nH]c2c1
→ -2, 0, -0.5, 6, 1.6, -3, -4.6, -4, 0.8
- CC#CCN(Cc1ccco1)C(=O)C1CCC(=O)N(Cc2ccccc2F)C1 (configuration not stated)
→ -3, 0, 0.9, -2, -0.7, 3, 1.9, 10, -0.2

Five compounds already listed, ordered by length of the SMILES, ascending.
Sequence of screens – BoNT F protease, Mtb FBA inh, UGM FP inh, GDH-TPI counter, BoNT A protease, PrPC surface inh, BioA inh, CCHFV vOTU inh, FadD28 binding
- O=C(O)c1ccccc1C(=O)NNc1cccc(Cl)n1
→ -3, -8, -3.1, 5, -0.1, 8, x, 0, -2.5
- CC(=O)c1ccccc1NC(=O)CCNC(=O)c1ccco1
→ 7, -1, 1.1, -1, -3.9, -3, -2.8, 8, -0.6
- COc1ccc([N+](=O)[O-])cc1NC(=O)c1cccs1
→ -3, 1, -2.0, 10, -0.8, -14, x, 9, -3.0
- COCCCN1C(=O)C(O)=C(C(=O)c2ccc(C)o2)C1c1cccc(Br)c1 (configuration not stated)
→ -1, 2, 5.1, 6, -0.1, 1, 0.0, -12, -1.4
- COc1cccc(S(=O)(=O)N(C)C[C@@H]2OCc3cnnn3CCCC(=O)N([C@@H](C)CO)C[C@H]2C)c1
→ -3, -2, x, 9, -0.5, -4, -0.8&3.2, -8, -0.7
